bCat nuc transl – beta-catenin nuclear translocation modulation; AID 1665; 190,000 tested, 0.3% active; HeLa beta-catenin nuclear translocation, immunofluorescence imaging; nuclear translocation activity, % at 5 µM;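 active means nuclear translocation activity above 50% at 5 µM, with a well cell count of 50 or more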;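 further: per-cell ratio of nuclear to cytoplasmic median beta-catenin stain intensity; plate controls were DMSO negative control for no effect and GSK-3 inhibitor IX positive control for full effect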
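test system = HeLa cells, endogenous beta-catenin | dosing = single 5 µM dose plus 0.02–20 µM confirmation series | times = compound treatment 24 h, 37°C, 5% CO2 | technique = beta-catenin immunofluorescence imaging with DAPI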
MT stabilizer – stabilizes microtubules in HeLa cells. HeLa tubulin immunostaining HCS, 24 h; share of cells brighter than vehicle mean+2SD. % tubulin-high responders, % at 10 µM. 200,000 tested, 0.83% active;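 active means plate Z-score above 3 for both tubulin-high and condensed-nucleus cell shares, with cell loss under 80%, at 10 µM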;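 further: anti alpha tubulin signal scored within the nucleus-defined area of each cell; some results filed as inactive read as strong as hits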
P. falciparum M1AAP – P. falciparum M1AAP inhibitors, biochemical, fluorogenic H-Leu-NHMec substrate, 1536-well (AID 1445); recombinant M1AAP, H-Leu-NHMec fluorogenic kinetic assay; higher % means a stronger effect; inhibition, % at 30 µM, or IC50 in µM where a hit was titrated; 220,000 tested, 0.42% active;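 active means primary inhibition above the hit cutoff, then over 50% inhibition at one or more dose response concentrations, cut at about 23% in these data, passing the limit was not always enough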;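 further: plate controls were DMSO full reaction for no effect and no enzyme background for full effect; strong numbers were not always called active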
Yfh1-off respiration – mitochondrial function rescue without frataxin homolog – Friedreich's ataxia, plus single-dose screen, dose response (AID 1465). S. cerevisiae Yfh1-off respiration, WST-1 reduction, 72 h; higher fold induction means a stronger effect. one-dose fold induction at 50 µM; EC50 in µM for titrated hits. 220,000 tested, 0.074% active;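 active means fold induction of absorbance versus untreated yeast above a set limit, then at least 30% activation at any dose in follow-up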;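 further: activators that raise dye reduction in frataxin-depleted yeast; strong numbers were not always called active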
Dynein cargo inh – dynein cargo transport inhibition; 3617.4 mouse cells, GR-EGFP nuclear translocation imaging; test concentration mostly 20 µM; stimulated with dexamethasone, 1 µM; active compounds read low; z-score, hits read low; 220,000 tested, 0.47% active; AID 1381;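 active means plate z-score of nuclear minus cytoplasmic receptor signal below a set negative limit, without overly bright fluorescence or cell loss, cut at about -3.5 in these data, passing the limit was not always enough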;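 further: z-score of nuclear minus cytoplasmic ring GR-EGFP intensity difference per well; some compounds called inactive have numbers as strong as hits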
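Also added: dexamethasone, 1.0 µM final. Medium: tet-free, stripped-serum medium. Detection: fixed, Hoechst-stained cells imaged at 10x for EGFP. Read-out: nuclear-to-cytoplasmic GR-EGFP distribution per well. Times: induction 48 h, compound 1 h, agonist 30 min.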
P. falciparum M17LAP – P. falciparum M17LAP inhibitors, primary screen, biochemical, fluorogenic H-Leu-NHMec substrate, 1536-well (AID 1619). recombinant M17LAP, H-Leu-NHMec fluorogenic kinetic assay; higher % means a stronger effect. one-dose inhibition, % at 30 µM; IC50 in µM for titrated hits. 220,000 tested, 0.38% active;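 active means compound inhibiting the enzyme by more than half at any dose during confirmatory dose-response retesting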;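 further: plate controls were full reaction with DMSO carrier for no effect and no enzyme background for full effect; strong numbers were not always called active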
WT yeast gro inh – growth inhibition of WT yeast, mitochondrial fusion screen; mitochondrial fusion phenotypic screen, WT strain; inhibition, % at 10 µM; 190,000 tested, 2.1% active; in the data active means inhibition above about 58%; tested in S. cerevisiae
Autophagy HCS – alters autophagy in cells | MEF GFP-LC3 puncta imaging; test concentration mostly 10 µM | calls only at 10 µM (by protocol) | 190,000 tested, 0.98% active;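 active means percentage of spot-positive cells more than 3 SD above its plate mean, without a fluorescence outlier flag or 80% toxicity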;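 further: spot-positive cell cutoff set from DMSO-treated cells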
T cell HTS – modulates CD8 T cell binding to vesicles; 330,000 tested, 0.068% active; calls only at 7 µM; 2C CD8+ T cell-vesicle binding, flow cytometry; active compounds read low;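 active means response, share of CD8 T cells binding vesicles, and their 90th percentile fluorescence all below set limits, cut at about 80% in these data, passing the limit was not always enough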
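Material: 2C TCR transgenic mouse naive CD8+ T cells, MACS-purified. Also added: QL9-charged Drosophila Ld/ICAM-1/B7-1 vesicles. Timing: binding 1.5 h at 37 °C. Measured by: high-throughput flow cytometry with anti-B7-1 and anti-CD8 staining. Read-out: percent CD8+ FL2 mean versus row control. Controls: Unloaded micro-vesicles (low), QL9 vesicles with 0.7% DMSO (high).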
WT yeast gro inh mutant strain – recorded beside WT yeast gro inh, whose call it bears; inhibition, %; mitochondrial fusion phenotypic screen, mutant strain inhibition
Dynein cargo inh cytoplasmic EGFP – also measured in Dynein cargo inh; calls as there; z-score; measured here: cytoplasmic GR-EGFP intensity; active compounds read high
Dynein cargo inh nuclear GR-EGFP – further read-out of Dynein cargo inh, marked with its call; z-score; measured here: nuclear GR-EGFP intensity;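 lower value marks the stronger effect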
Dynein cargo inh cell count – also measured in Dynein cargo inh; calls as there; z-score; measured here: cell count per field
bCat nuc transl cell count 5 µM – further read-out of bCat nuc transl, marked with its call; cell count; measured here: cell count, cytotoxicity flag
T cell HTS vesicle-bound % – recorded beside T cell HTS, whose call it bears; double positive events, %; measured here: CD8+ vesicle-bound cell fraction;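 binding gate set so that unloaded-vesicle control wells show 10% double positive cells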
MT stabilizer Hoechst-high % – recorded beside MT stabilizer, whose call it bears; % Hoechst-high responders; measured here: nuclear condensation Hoechst responders;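 share of cells brighter than vehicle mean plus two SD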
MT stabilizer cytotoxicity % – further read-out of MT stabilizer, marked with its call; toxicity, %; measured here: cytotoxicity by cell density;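 0% = mean cell density of plate MIN control wells and 100% = no cells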
Autophagy HCS cell loss 18 h – recorded beside Autophagy HCS, whose call it bears; toxicity, %; measured here: cell loss, nuclei count;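 cell loss after 18 h compound exposure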
* marks the source's active call; other numbers are inactive results; i = inactive; · = not tested or not shown. The order is random; overall some 4.4% were active at least once.

SMILES | bCat nuc transl | bCat nuc transl cell count 5 µM | MT stabilizer | MT stabilizer Hoechst-high % | MT stabilizer cytotoxicity % | P. falciparum M1AAP | Yfh1-off respiration | Dynein cargo inh | Dynein cargo inh cytoplasmic EGFP | Dynein cargo inh nuclear GR-EGFP | Dynein cargo inh cell count | P. falciparum M17LAP | WT yeast gro inh | WT yeast gro inh mutant strain | Autophagy HCS | Autophagy HCS cell loss 18 h | T cell HTS | T cell HTS vesicle-bound %
Cc1cccc(C2c3[nH]c4ccccc4c3CCN2C(=O)c2cn(C)c3ccccc3c2=O)n1 (stereo unspecified) | -0.3 | 1493 | 3.3 | 2.7 | 6.0 | -9% | i | 0.84 | -0.23 | 0.26 | -0.57 | 8% | 8 | 1 | i | -5 | i | 18
Cc1ccc(NC(=O)OCc2ccccc2S(C)=O)cc1 (stereo unspecified) | -1.9 | 1106 | 2.5 | 2.9 | 9.6 | 2% | i | -1.1 | -0.39 | -0.28 | 0.93 | 2% | -10 | -6 | i | 46 | i | 61
CCN(CC)Cc1c[nH]c2c(C(=O)OC)cccc12 | 2.8 | 919 | 3.9 | 2.7 | 11 | -10% | i | 0.8 | -0.16 | 0.53 | 0.23 | -3% | 17 | 2 | i | 19 | i | 33
Cc1ccc(S(=O)(=O)N2C(=S)SCC2(C)C)cc1 | -10 | 1017 | 2.4 | 4.2 | 7.7 | 3% | i | 0.15 | -0.057 | 0.4 | 0.35 | 11% | -10 | 3 | i | 3 | · | ·
O=C(CNC(=O)c1ccc(Br)cc1)N/N=C/c1ccc[nH]1 | -3.4 | 520 | 3.9 | 1.8 | 10 | 4% | i | -0.27 | -0.29 | 0.49 | 0.3 | -4% | -3 | -7 | i | 10 | i | 31
O=C(COc1ccc(Cl)cc1)c1ccc(O)cc1O | 1.7 | 1358 | · | · | · | 7% | i | 0.38 | -0.19 | 0.59 | -0.77 | 10% | · | · | · | · | i | 34
Cc1ccc(-n2nnnc2SCC(=O)N2Cc3ccccc3CC2C(=O)O)cc1 (stereo unspecified) | -0.9 | 1278 | · | · | · | 1% | i | -0.46 | -0.27 | -0.33 | 0.11 | -10% | · | · | · | · | i | 59
COCCCNC(=O)CCc1ccc(S(=O)(=O)Nc2ccc(C)cc2)cc1 | · | · | 2.4 | 1.2 | 5.5 | 5% | i | 1.1 | -0.11 | 1.1 | 0.059 | 3% | -7 | 8 | i | 2 | i | 25
Cc1ccc(-c2nnn(CC(=O)N(c3ccccc3)C(C(=O)NCC3CCCO3)c3ccc(F)cc3)n2)o1 (stereo unspecified) | 0.1 | 1103 | 4.2 | 2.5 | 3.0 | 0% | i | -0.36 | -0.31 | -0.12 | 0.37 | 5% | 4 | 9 | i | -17 | i | 62
Cc1cccc(C2CC(c3ccc(Cl)cc3)Nc3nc(N)nn32)c1 (stereo unspecified) | -3.2 | 1231 | 3.8 | 1.8 | 5.1 | 5% | i | -0.15 | 0.029 | 0.073 | 0.11 | 10% | 5 | 6 | · | · | i | 35
CCCOc1ccc(N2C(=O)CC(NCc3ccncc3)C2=O)cc1 (stereo unspecified) | 3.6 | 1203 | 2.0 | 1.6 | 3.8 | 12% | i | -0.53 | -0.23 | -0.18 | -0.35 | 6% | 3 | 6 | i | 4 | i | 44
CC(C)(C)c1ccc(OCC(=O)NCCN2CCCC2)cc1 | 3.0 | 1068 | 3.0 | 1.8 | 3.8 | -5% | · | -0.26 | -0.28 | 0.12 | 0.33 | -12% | · | · | i | 2 | i | 14
O=C(NCc1ccc2c(c1)OCO2)c1nnc(Cc2ccc(Cl)cc2)o1 | -0.2 | 560 | 2.3 | 1.4 | 6.8 | 1% | · | -0.99 | -0.21 | 0.019 | 1 | -17% | 10 | 1 | i | 12 | i | 67
CCSC1=NCCN1C(=O)c1ccc(S(=O)(=O)N(C)C)cc1 | -0.5 | 1090 | 2.8 | 2.4 | 4.2 | -4% | i | -0.19 | -0.31 | -0.059 | 0.72 | 8% | 1 | 1 | i | 11 | i | 57
Nc1nc(SCC(=O)Nc2ccccc2-c2ccccc2)n[nH]1 | -2.9 | 1381 | 4.2 | 1.7 | 1.6 | 51µM* | i | 1.2 | -0.23 | -0.61 | 0.15 | 6% | 13 | 8 | i | -2 | i | 30

Laid out differently: entries from further up
SMILES: Cc1ccc(NC(=O)OCc2ccccc2S(C)=O)cc1 (stereo unspecified)
  bCat nuc transl: -1.9
  bCat nuc transl cell count 5 µM: 1106
  MT stabilizer: 2.5
  MT stabilizer Hoechst-high %: 2.9
  MT stabilizer cytotoxicity %: 9.6
  P. falciparum M1AAP: 2%
  Yfh1-off respiration: i
  Dynein cargo inh: -1.1
  Dynein cargo inh cytoplasmic EGFP: -0.39
  Dynein cargo inh nuclear GR-EGFP: -0.28
  Dynein cargo inh cell count: 0.93
  P. falciparum M17LAP: 2%
  WT yeast gro inh: -10
  WT yeast gro inh mutant strain: -6
  Autophagy HCS: i
  Autophagy HCS cell loss 18 h: 46
  T cell HTS: i
  T cell HTS vesicle-bound %: 61
SMILES: Nc1nc(SCC(=O)Nc2ccccc2-c2ccccc2)n[nH]1
  bCat nuc transl: -2.9
  bCat nuc transl cell count 5 µM: 1381
  MT stabilizer: 4.2
  MT stabilizer Hoechst-high %: 1.7
  MT stabilizer cytotoxicity %: 1.6
  P. falciparum M1AAP: 51µM*
  Yfh1-off respiration: i
  Dynein cargo inh: 1.2
  Dynein cargo inh cytoplasmic EGFP: -0.23
  Dynein cargo inh nuclear GR-EGFP: -0.61
  Dynein cargo inh cell count: 0.15
  P. falciparum M17LAP: 6%
  WT yeast gro inh: 13
  WT yeast gro inh mutant strain: 8
  Autophagy HCS: i
  Autophagy HCS cell loss 18 h: -2
  T cell HTS: i
  T cell HTS vesicle-bound %: 30

(more compounds)
SMILES | bCat nuc transl | bCat nuc transl cell count 5 µM | MT stabilizer | MT stabilizer Hoechst-high % | MT stabilizer cytotoxicity % | P. falciparum M1AAP | Yfh1-off respiration | Dynein cargo inh | Dynein cargo inh cytoplasmic EGFP | Dynein cargo inh nuclear GR-EGFP | Dynein cargo inh cell count | P. falciparum M17LAP | WT yeast gro inh | WT yeast gro inh mutant strain | Autophagy HCS | Autophagy HCS cell loss 18 h | T cell HTS | T cell HTS vesicle-bound %
Cc1ccc(NC(=S)N2CCC(c3ccccc3)C2)c(Cl)c1 (stereo unspecified) | -0.3 | 1103 | 5.2 | 2.0 | 8.5 | 4% | i | -0.67 | 0.51 | -0.1 | 0.2 | -3% | 42 | 47 | i | -14 | i | 66
C/C(=N\Nc1cc(C)nc(-c2ccccc2O)n1)c1ccccc1 | -0.5 | 1582 | 4.3 | 2.7 | 3.8 | 0% | i | 0.9 | -0.22 | -0.033 | -0.16 | 17% | 47 | 4 | i | -5 | i | 60
Cc1ccc(OCCn2ccc(=O)[nH]c2=O)cc1C | -2.7 | 959 | 4.1 | 3.4 | 10.0 | 3% | i | 0.37 | -0.19 | 0.24 | 0.11 | -3% | -7 | 7 | i | 12 | i | 25
COc1cccc(C(=O)CSc2nc3cccnc3n2C)c1 | -1.6 | 1041 | 4.0 | 2.9 | 6.0 | -8% | i | 0.16 | 0.61 | 0.17 | 1 | -4% | -10 | -14 | i | -2 | i | 32
CCCCNC(=O)C1c2ccccc2Oc2ccccc21 | 0.3 | 1513 | 4.0 | 2.0 | 4.9 | -3% | i | 0.1 | -0.19 | -0.063 | -0.79 | -4% | 5 | -4 | i | 28 | i | 23
Cc1ccc(CNC(=O)c2ccc(NC(=O)CCS(=O)(=O)c3cccs3)cc2)cc1 | 1.5 | 1131 | 2.2 | 2.0 | 7.3 | 4% | i | -0.18 | 0.0076 | -0.026 | -0.091 | -7% | -17 | 0 | i | -4 | i | 11
O=C(c1ccc2ccccc2n1)N1CCN(c2ccccc2)CC1 | -0.5 | 1057 | 3.8 | 1.7 | 4.2 | 7% | i | -0.73 | -0.24 | -0.52 | 0.67 | 14% | 6 | 4 | i | -4 | i | 10
COC(=O)Cc1c(O)ccn(Cc2ccc3c(c2)OCO3)c1=O | 1.2 | 1534 | 1.2 | 1.4 | 4.2 | -1% | i | -0.13 | -0.24 | 0.053 | 0.01 | 2% | -11 | -15 | i | -3 | i | 51
N#CC1=C(S)N(c2ccccc2)C(c2ccc(-c3ccc(Cl)c(Cl)c3)o2)NC1=O (stereo unspecified) | -0.1 | 1291 | · | · | · | 18% | i | -0.7 | -0.22 | -0.53 | -1.3 | 6% | · | · | · | · | i | 18
O=C(c1cccs1)N1CCC(N2CCN(c3ccccc3)CC2)CC1 | 1.7 | 822 | 2.8 | 1.9 | 8.9 | 2% | i | -0.58 | -0.23 | 0.037 | 0.97 | 11% | -11 | 14 | i | 7 | i | 40
